Screens: PubChem, National Center for Advancing Translational Sciences (NCATS)
aGlu spleen mod = inhibits or activates alpha-glucosidase in human spleen homogenate. P10253. Potency, µM (titrated, usually from 79.9 µM), for inactives: at the top dose activity change, negative = inhibition, usual class: inhibitors. 0.006% of 240,000 active. AID 2112. human spleen homogenate, 4-MU-alpha-glucoside fluorescence;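 also: potency is read from the fitted curve at half-maximal effect; 0% = enzyme with vehicle and -100% = no enzyme basal signal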
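AC50 values come from Hill-equation fits of concentration-response data, normalized to no-enzyme and full-activity controls. Enzyme source: 1 ug human spleen homogenate; 1 mM fluorogenic 4-MU glucoside, pH 5.0 citrate buffer, 37 C, 40 min.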
HttQ103 aggreg = inhibitors of mutant huntingtin aggregate formation in PC12 cells. PC12 HttQ103-GFP aggregates, Acumen cytometry, 40 h. Potency, µM (titrated, usually from 46.1 µM), inactives show at the highest dose activity change, negative = inhibition, actives largely listed as inhibitors. 1.1% of 220,000 active. AID 1688; also: potency is read from the fitted curve at half-maximal effect; % is scaled to controls: 0 for no effect and ±100 for the full control effect; nearly all actives have a fitted effect of over 60% in size
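Aggregate formation scored by laser-scanning cytometer (488 excitation, 500–530 emission) in lysed PC12 cells expressing Q103-GFP after 100 nM tebufenozide induction; library tested in dose series, with ATPLite reagent added in the multiplex.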
HTT ATP protect = Huntington cell model cytoprotection by ATP luminescence | PC12 HTT-Q103 induced, cytoprotection, ATP luminescence, 40 h | 0.14% of 230,000 active | AID 1471 | Potency, µM (top dose mostly 56.4 µM), inactives show cytoprotection (ATP increase), hits mostly activators;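 also: potency is read from the fitted curve at half-maximal effect; % of control where 0% means no effect; nearly all actives have a fitted effect of over 45% in size; toxic huntingtin expression switched on by the ecdysone agonist tebufenozide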
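Rat PC12, Q103 Htt exon1-GFP fusion, ecdysone promoter; tebufenozide inducer 100 nM final; compound titration; qHTS, 1500 cells/well; ATPlite luminescent read.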
GAA inhib = blocks human lysosomal alpha-glucosidase. 0.005% of 200,000 active. AID 1466. purified human GAA, 4-MU-alpha-glucoside fluorescence. P10253. Potency, µM (doses to about 76.9 µM), inactives show at the highest dose activity change, negative = inhibition, most hits filed as inhibitors;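 also: potency is read from the fitted curve at half-maximal effect; plate controls were uninhibited enzyme wells for no effect and no-enzyme background for full effect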
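qHTS format, compound range up to 77 uM. Human lysosomal enzyme at 4 nM, 400 uM 4-MU glucoside substrate, pH 5.0, 20 min room temperature; fluorescence after alkaline stop gives activity normalized to controls.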
GAA glycogen = GAA glycogen-cleavage inhibition or activation; recombinant GAA, glycogen substrate, Amplex Red glucose oxidase fluorescence; AID 2100; 0.38% of 300,000 active; Potency, µM (titrated, usually from 76.4 µM), inactives show at the top dose activity change, negative = inhibition, most hits filed as inhibitors;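 also: potency is read from the fitted curve at half-maximal effect; 0% = full enzyme reaction and -100% = no-enzyme basal signal; the screen sought inhibitors and activators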
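qHTS, 1536-well; enzyme 4 nM final; cpd up to 77 uM; substrate bovine liver glycogen 30 ug; 50 mM citrate/phosphate pH 5.0, 0.01% Tween-20; 37 C, 40 min; Amplex Red detection 45 min RT; Hill fit → AC50.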
CBFb-RUNX1 inh = blocks binding between human CBF-beta and RUNX1. Potency, µM (doses to about 59.8 µM), for inactives: top-dose activity, negative = inhibition, most hits filed as inhibitors. 230,000 tested, under 10 active. AlphaScreen CBFb-His/RUNX1-biotin binding, biochemical. Q01196+Q13951; also: % of control where 0% means no effect
Target sequence (Q01196 whole entry, looked up): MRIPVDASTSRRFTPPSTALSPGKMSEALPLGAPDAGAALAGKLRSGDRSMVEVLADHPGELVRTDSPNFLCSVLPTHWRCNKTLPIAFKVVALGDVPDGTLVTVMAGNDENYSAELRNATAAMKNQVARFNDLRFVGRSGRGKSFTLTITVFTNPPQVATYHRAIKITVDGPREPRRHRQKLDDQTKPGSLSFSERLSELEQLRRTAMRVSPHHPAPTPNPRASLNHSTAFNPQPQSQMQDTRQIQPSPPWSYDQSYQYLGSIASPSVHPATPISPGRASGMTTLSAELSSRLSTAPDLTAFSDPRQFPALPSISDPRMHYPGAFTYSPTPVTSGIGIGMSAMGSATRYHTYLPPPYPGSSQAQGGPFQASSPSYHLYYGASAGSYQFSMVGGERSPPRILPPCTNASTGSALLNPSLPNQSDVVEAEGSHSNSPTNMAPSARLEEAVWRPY
Target sequence (Q13951 whole entry, looked up): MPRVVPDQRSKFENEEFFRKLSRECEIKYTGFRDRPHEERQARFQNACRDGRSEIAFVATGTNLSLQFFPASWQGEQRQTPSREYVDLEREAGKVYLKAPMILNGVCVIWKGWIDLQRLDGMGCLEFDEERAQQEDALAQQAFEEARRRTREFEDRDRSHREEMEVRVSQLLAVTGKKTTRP
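Inhibition was taken as any reduction in AlphaScreen signal from the CBF-beta–RUNX1 pair (His and biotin tags, 30 nM each), measured after compound (15 min) and bead (90 min) incubations at room temperature.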
Lamin A splicing = changes lamin A minigene splicing in HeLa cells. HeLa LMNA splicing GFP/RFP minigene ratio, 48 h. Potency, µM (top dose mostly 46.1 µM), inactives show at the top dose ratio change, negative = inhibition, most hits filed as inhibitors. 0.01% of 200,000 active. AID 1487; active = well fitted inhibition curve with a large enough effect in the signal ratio, with a control signal flat, not every such curve was filed as active; inconclusive = small, poorly fitted or top-dose-only effect, or effect the other way, or a change in a side signal; the % refers to the signal ratio; also: potency is read from the fitted curve at half-maximal effect; % is scaled to controls: 0 for no effect and ±100 for the full control effect
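S3 HeLa stable clones carrying a lamin A-EGFP splicing minigene plus DsRed2 were seeded at 600 cells/well in Opti-MEM with 2% FBS, pin-dosed and incubated 48 h at 37°C. Acumen cytometry (488 nm) gave the GFP/RFP total-intensity ratio.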
* = called active by the depositor; ? = inconclusive; . = no result given; & = joins results of further samples; [ ] = another dose, or the depositor's remark. Unless noted, calls follow the shape of the dose curve; as a rule, active = well fitted curve in the direction sought with a large enough effect; inconclusive = small, poorly fitted or top-dose-only effect, or another doubt; inactive = no such curve, though single readings can be large; an effect the other way counts as inactive or inconclusive. Random draw from the library. About 1.5% of those tested had a hit in this group.

Order of values – aGlu spleen mod	HttQ103 aggreg	HTT ATP protect	GAA inhib	GAA glycogen	CBFb-RUNX1 inh	Lamin A splicing
- Cc1ccc(C)c(C(=O)COc2ccccc2[N+](=O)[O-])c1
  -2%	-19%	-11%[1.9 µM]	0%	5%	-10%	-13%
- CC(=O)NC1(C2CCCCC2=O)CCCCC1 (centres undefined)
  -1%	?	0%	1%[15.4 µM]	6%	3%	6%
- O=C1C2C3C=CC(C4CC34)C2C(=O)N1CCc1ccccc1 (centres undefined)
  -6%	-6%	16%[10 µM]	3%	-3%	1%	-3%
- C/C(=N/NC(=O)c1cccs1)c1ccco1
  -5%	0%	11%[10 µM]	5%	8%	-8%	0%
- COc1cccc2c1C(=O)CC(c1ccccc1)O2 (centres undefined)
  15%	.	10%[1.9 µM]	.	.	1%[21.7 µM]	.
- N#Cc1c(-c2cccnc2)cc(-c2ccccc2)nc1N
  ?	6%[9.22 µM]	-4%[10 µM]	.	-7%	28%	.
- Cn1c(=O)cc(OCC(=O)Nc2ccccn2)c2ccccc21
  1%	-11%[9.22 µM]	12%	1%	4%	9%	-5%
- Cc1ccc(C(=O)/C=C/c2cn(CN3CCN(C)CC3)c3ccccc23)cc1
  1%	7%	-60%[inhibitor][10 µM]	-14%	-6%	11%	?
- CC1(C)COC(/C=C/c2cccc([N+](=O)[O-])c2)=N1
  -1%	5%[9.22 µM]	52%[10 µM]	10%	12%	-5%	.
- COc1cc(/C=C2/NC(=O)N(c3cccc(Cl)c3)C2=O)ccc1O
  1%	-20%[9.22 µM]	-56%[inhibitor][10 µM]	9%	?	2%	.
- COc1ccc(C(=O)Nc2cccc(-c3nc4ncccc4o3)c2C)cc1OC
  2%	?	5%	-2%	6%	6%	12%
- OC(CN1CCN(Cc2ccccc2)CC1)c1ccc(F)cc1 (centres undefined)
  -8%	?	.	-2%	-4%	1%	1%
- CCOc1ccccc1C1C(C#N)=C(N)Oc2cc(C)n(Cc3ccccn3)c(=O)c21 (centres undefined)
  2%	0%	-10%[0.074 µM]	5%	-12%	3%	5%
- CCc1n[nH]c(=S)n1/N=C/c1cc(OC)cc([N+](=O)[O-])c1O
  -2%	7%	.	-1%	?	?	.
- COc1cc(OC)c(N(C)S(=O)(=O)c2cccc(C(=O)OCC(=O)NCc3ccco3)c2)cc1Cl
  -15%	8%	-1%	1%	-3%	-7%	.
- Cc1ccnc(NC(=O)Nc2cccc(F)c2)c1
  -8%	-4%	-31%	-2%	3%	6%	0%
- O=C(Cn1nnc(-c2ccc3c(c2)OCO3)n1)NCc1ccccc1
  1%	8%[9.22 µM]	13%[10 µM]	10%	0%	0%	.
- COc1cccc(-c2cc(C(F)(F)F)c3c(N)c(C#N)sc3n2)c1
  -4%	5%	-43%[inhibitor]	4%	9%	10%	?
- Cc1onc(-c2c(F)cccc2Cl)c1C(=O)N1C=CC(C(F)(F)Cl)=NCC1
  -9%	1%	?	4%	11%	5%	2%
- O=C(Nc1ccc(N2CCOCC2)cc1)C1CCCN(S(=O)(=O)c2cccc(C(F)(F)F)c2)C1 (centres undefined)
  -3%	-24%	6%	-3%	2%	9%	0%
- COCCn1c(SCC(=O)Nc2nnc(C)s2)nnc1-c1ccncc1
  -2%	0%	20%[10 µM]	-17%	-6%	6%	-2%
- COc1ccc(C)cc1NC(=O)COC(=O)C1CC1
  -6%	28%	11%	0%	-1%	1%	-5%
- O=C(Nc1cccc(-c2cnc3ccccc3n2)c1)c1ccco1
  -1%	?	-8%	-24%	2%	8%	-14%
- COc1cc2cc(C)c3nnc(SCC(N)=O)n3c2cc1OC
  -13%	6%	-19%[10 µM]	-11%	1%	-1%	-3%
- CSc1nc(-c2ccco2)cc(C(F)(F)F)c1C#N
  8%	-4%	2%[1.9 µM]	12%	1%	23%	4%
- Cc1ccc(NC(=O)COc2ccc(S(=O)(=O)N3CCOCC3)cc2)cc1
  -12%	-1%	2%	0%	-3%	-6%	13%
- O/N=C1\CCCc2oc3c(c21)CCCC3
  -7%	3%	3%	-1%	6%	3%	2%
- CCOC(=O)c1c2n(c3ccc(O)cc13)CCCCC2
  2%	0%	2%	-5%	?	-22%	-5%
- CN(Cc1ccccc1)C(=O)[C@H](Cc1ccc2ccccc2c1)NC(=O)[C@@H]1C[C@@H](O)CN1C(=O)c1cn(C)c2ccccc12
  -8%	.	-58%[inhibitor]	.	.	-24%	.
- Cc1cc2nc(SCCOC(=O)Nc3cccc(Cl)c3)nc(C)c2cc1C
  6%	2%	-4%[10 µM]	-3%	-1%	13%	?
- CC(=O)Oc1ccc(C(=O)Nc2cccc(C(=O)c3cccc(NC(=O)c4ccc(OC(C)=O)cc4)c3)c2)cc1
  2%	?	0%[10 µM]	4%	6%	?	?
- Cc1cc(NC(=O)CSc2ccc3nnc(CCNC(=O)c4ccccc4)n3n2)no1
  11%	-27%	-15%	0%	5%	4%	-1%[9.22 µM]
- Cc1cc(C)c[n+](-c2nc3ccccc3nc2[N-]S(=O)(=O)c2ccc(Cl)cc2)c1
  14%	?	10%[10 µM]	-5%	0%	-1%	-20%
- Cc1ccc(/C=N/n2nnnc2N)o1
  2%	1%[9.22 µM]	5%	-1%	5%	0%	0%
- COc1ccc(CC(NC(C)=O)C(=O)N2CCN(C(=O)Nc3cccc(Cl)c3)CC2)cc1OC (centres undefined)
  -1%	0%	-4%[10 µM]	-1%	0%	5%	-8%
- O=C(Cc1ccc(F)cc1)N1CCN=C1SCc1cccc([N+](=O)[O-])c1
  .	-3%	?	-1%	-1%	1%	-9%[46 µM]
- CCCOc1ccc(-c2nc(-c3ccc([N+](=O)[O-])cc3)cs2)cc1
  4%	-13%[9.22 µM]	22%[10 µM]	.	2%	1%	.
- O=c1c2ccccc2[nH]c(=S)n1C1CCCCC1
  -6%	6%	4%	1%	-12%	8%	5%
- Brc1ccc(Oc2ncc(CN3CCOCC3)s2)cc1
  -4%	12%	-18%	6%	1%	-2%	5%
- Cc1cc(C)cc(OCC(=O)NNC(=O)C2CCCO2)c1 (centres undefined)
  5%	-10%	14%	2%	-9%	2%	?

Reformatted field by field: entries from further up
COc1ccc(CC(NC(C)=O)C(=O)N2CCN(C(=O)Nc3cccc(Cl)c3)CC2)cc1OC (centres undefined)
  aGlu spleen mod = -1%
  HttQ103 aggreg = 0%
  HTT ATP protect = -4%[10 µM]
  GAA inhib = -1%
  GAA glycogen = 0%
  CBFb-RUNX1 inh = 5%
  Lamin A splicing = -8%
Cc1ccc(NC(=O)COc2ccc(S(=O)(=O)N3CCOCC3)cc2)cc1
  aGlu spleen mod = -12%
  HttQ103 aggreg = -1%
  HTT ATP protect = 2%
  GAA inhib = 0%
  GAA glycogen = -3%
  CBFb-RUNX1 inh = -6%
  Lamin A splicing = 13%

More records
Order of values – aGlu spleen mod	HttQ103 aggreg	HTT ATP protect	GAA inhib	GAA glycogen	CBFb-RUNX1 inh	Lamin A splicing
- COCC(=O)Nc1ccc2c(c1)OCO2
  -16%	-10%[9.22 µM]	-33%[10 µM]	5%	-7%	2%	.
- Cc1c(NC(=O)CN2CCN(c3cccc(Cl)c3)CC2)c(=O)n(-c2ccccc2)n1C
  .	-14%	-22%	-7%	2%	0%	.
- Fc1ccccc1CSCc1nc2ccccc2[nH]1
  -10%	-6%[9.22 µM]	2%[10 µM]	-6%	9%	0%	15%[46 µM]
- N#C/C(C(=O)N1CCOCC1)=C1\Nc2ccccc2S1
  6%	4%	-13%[10 µM]	?	-8%	2%	14%
- CCCC(C(=O)OCCN(CC)CC)(c1ccccc1)c1ccccc1
  -1%	-27%	-24%	.	.	-2%	?
- Cc1ccc(-n2c(=O)c3c(C)c(C)sc3n(Cc3cc(=O)n4ccccc4n3)c2=O)cc1C
  -2%	-7%	19%[10 µM]	-4%	9%	2%	4%
- CC(C)OCCCNS(=O)(=O)c1ccc2c(c1)oc(=O)n2C
  -4%	?	-10%	2%[15.4 µM]	8%	1%	2%
- CC(C)(C)CN1CCNC(=O)C1CC(=O)NCCc1cnn(-c2ccccc2)c1 (centres undefined)
  1%	-16%[9.22 µM]	-9%[10 µM]	8%	11%	6%	.
- Clc1ccc(NC2=NCCCCC2)cc1
  0%	-9%	-6%	-5%	6%	0%	12%
- CNC(=O)c1ccc(=O)n(Cc2cccc(C(F)(F)F)c2)c1
  -5%	8%	-13%	-1%	3%	3%	.
- COc1ccc(S(=O)(=O)NCC2CCCN(C(=O)C=C(C)C)C2)cc1 (centres undefined)
  1%	7%[9.22 µM]	34%[10 µM]	12%	-5%	18%	?
- CON(C)C(=O)c1nnc2c3ccccc3n(S(=O)(=O)c3ccc(C)cc3)c2n1
  -9%&-6%[17.4 µM]	.	-32%&-51%[inhibitor][10 µM]	.	.	2%&6%[13.1 µM]	.
- CCc1nnc(NC(=O)c2cc(C)nc3ccccc23)s1
  8%	25%	-8%[10 µM]	1%	0%	-3%	-24%[46 µM]
- CCC(=O)Nc1ccc(C(=O)OCc2ccccc2Cl)cc1
  -5%	1%	-6%	7%	-6%	7%	18%
- COC(=O)C(=Cc1ccccc1[N+](=O)[O-])C(=O)OC
  11%	8%[9.22 µM]	5%[10 µM]	.	2%	8%	.
- NC(N)=NS(=O)(=O)c1ccc(NC(=S)NC(=O)c2sc3ccccc3c2Cl)cc1
  -8%	-3%	13%[10 µM]	-4%	5%	0%	-1%
- Cc1ccccc1S(=O)(=O)Cc1ccc(C(=O)NCCN2CCN(Cc3ccccc3)CC2)o1
  1%	?	-14%	-8%	-1%	-2%	0%
- N/C(=N\OC(=O)c1ccccc1)c1cccnc1
  4%	9%[9.22 µM]	22%[10 µM]	?	-4%	17%	6%[46 µM]
- CCCNC(=O)Cc1cc(=O)[nH]c(=O)[nH]1
  -4%	-13%	-4%	-1%	1%	6%	-5%
- COc1cc(SC)ccc1C(=O)N1CC(C)OC(C)C1 (centres undefined)
  7%	1%[9.22 µM]	18%[10 µM]	8%	-6%	4%	5%[46 µM]
- FC(F)(F)c1ccc(-c2n[nH]c(=S)o2)nc1
  -4%	-3%[9.22 µM]	2%[10 µM]	1%	2%	1%	13%[46 µM]
- C=CCNC(=O)COc1ccc(Oc2ccccc2)cc1
  ?	?	-11%[10 µM]	2%	-4%	-11%	6%[46 µM]
- O=[N+]([O-])c1cc2c(cc1/C=N\NS(=O)(=O)c1ccccc1)OCO2
  -7%	-13%	4%[10 µM]	?	4%	4%	-26%
